Source: PubChem (several laboratories)
BioA inh = M. tuberculosis BioA enzyme inhibitors, primary screen, biochemical, plate reader, single point, HTS; 7,8-diaminopelargonic acid synthase BioA (Mycobacterium tuberculosis); purified M. tuberculosis BioA enzyme; inhibition, % at 9.99 µM; 360,000 compounds, 0.096% hits; in the data active = inhibition above about 40%; inconclusive = no clear call, values can overlap the other calls
BoNT F protease = BoNT/F light chain protease inhibitors, primary screen, biochemical, flow cytometry, MLPCN library. Botulinum neurotoxin type F light chain protease (Clostridium botulinum). Multiplex microsphere protease cleavage assay. inhibition, % at 10 µM. 360,000 compounds, 0.22% hits; in the data active = inhibition above about 35%, passing the limit was not always enough; inconclusive = no clear call, values can overlap the other calls; also: plate controls were buffer without enzyme for full effect and enzyme alone for no effect
Mtb FBA inh = Mtb FBA enzyme inhibitors, primary screen, biochemical, fluorescence, strain H37Rv. 360,000 compounds, 2.3% hits. inhibition, % at 1 µM. purified M. tuberculosis FBA, fluorescence read-out; in the data active = inhibition above about 27%;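 also: 0% = vehicle and 100% = reference inhibitor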
Target sequence (P9WQA3 whole entry, looked up): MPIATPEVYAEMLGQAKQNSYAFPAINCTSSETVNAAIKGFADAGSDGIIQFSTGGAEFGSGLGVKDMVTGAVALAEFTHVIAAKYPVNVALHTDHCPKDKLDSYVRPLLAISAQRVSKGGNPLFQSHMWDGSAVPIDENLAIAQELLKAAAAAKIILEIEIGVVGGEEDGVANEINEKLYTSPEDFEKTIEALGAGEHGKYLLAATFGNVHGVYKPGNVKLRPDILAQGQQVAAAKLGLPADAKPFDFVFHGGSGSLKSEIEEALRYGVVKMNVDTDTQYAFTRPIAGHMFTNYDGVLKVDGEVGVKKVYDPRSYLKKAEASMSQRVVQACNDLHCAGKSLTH
GDH-TPI inh = GDH-TPI coupling enzyme inhibitors, primary screen, artefact control for M. tuberculosis FBA inhibitor project, biochemical, absorbance, full deck | inhibition, % at 4.8 µM | AID 588335, 2011 | GDH-TPI coupled enzyme counterscreen, NADH absorbance | 360,000 compounds, 1.2% hits; in the data active = inhibition above about 30%;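 also: 0% = DMSO wells and 100% = wells lacking the enzyme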
UGM FP inh = M. tuberculosis UGM enzyme inhibitors, primary screen, biochemical, fluorescence polarization, single point; purified UGM, fluorescence polarization probe displacement; inhibition, % at 10 µM; 320,000 compounds, 0.06% hits; AID 504406, 2011; in the data active = inhibition above about 10%, passing the limit was not always enough; inconclusive = no clear call, values can overlap the other calls
Target sequence (P9WIQ1 whole entry, looked up): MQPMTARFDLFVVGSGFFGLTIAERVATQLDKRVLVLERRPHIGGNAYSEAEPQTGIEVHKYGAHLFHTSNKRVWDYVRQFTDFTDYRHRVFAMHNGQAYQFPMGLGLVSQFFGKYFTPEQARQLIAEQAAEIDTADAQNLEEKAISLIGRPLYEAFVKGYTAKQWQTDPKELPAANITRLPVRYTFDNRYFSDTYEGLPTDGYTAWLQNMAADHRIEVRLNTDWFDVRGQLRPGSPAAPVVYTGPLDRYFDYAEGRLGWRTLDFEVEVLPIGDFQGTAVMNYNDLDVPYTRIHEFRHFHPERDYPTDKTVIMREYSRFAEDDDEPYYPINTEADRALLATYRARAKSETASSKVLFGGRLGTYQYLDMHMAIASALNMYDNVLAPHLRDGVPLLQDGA
Anthrax LF inh2 = Bacillus anthracis LF protease inhibitors, primary screen, biochemical, multiplex microsphere, MLPCN library; Lethal factor (Bacillus anthracis), P15917; multiplex microsphere protease cleavage assay; inhibition, % at 10 µM; 360,000 compounds, 0.12% hits; AID 588501, 2011; also: plate controls were buffer without enzyme for full effect and enzyme alone for no effect
FadD28 binding = inhibitors of FadD28 bisubstrate probe binding, primary screen, biochemical, fluorescence polarization, single point; inhibition, % at 12.5 µM; 360,000 compounds, 0.22% hits; AID 588549, 2011; in the data active = inhibition above about 8.5%, passing the limit was not always enough; inconclusive = no clear call, values can overlap the other calls
PfHsp40 rescue = rescue of yeast from PfHsp40 toxicity, primary screen, S. cerevisiae, ATP luminescence. S. cerevisiae expressing PfHsp40, growth rescue. growth rescue, % at 12.5 µM. 340,000 compounds, 0.68% hits; in the data active = growth rescue above about 28%, passing the limit was not always enough; inconclusive = no clear call, values can overlap the other calls;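 also: yeast W303a lacking pdr1 and pdr3 grown in galactose medium; growth measured after three days at 30 °C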
BoNT-A LC inh2 = BoNT/A light chain protease inhibitors, primary screen, biochemical, flow cytometry, MLPCN library; Botulinum neurotoxin type A light chain protease (Clostridium botulinum A str. ATCC 3502); multiplex microsphere protease substrate cleavage; inhibition, % at 10 µM; 360,000 compounds, 0.17% hits; also: plate controls were buffer without enzyme for full effect and enzyme alone for no effect
Numbers without * were called inactive; ? = inconclusive; . = no result given. Rule as the data show it, unless noted: active = inhibition above about 30%; inconclusive = no clear call, values can overlap the other calls; inactive = below that. Outcome played no part in choosing rows; about 4.7% have a hit in one of these screens.

The line under a structure holds: BioA inh | BoNT F protease | Mtb FBA inh | GDH-TPI inh | UGM FP inh | Anthrax LF inh2 | FadD28 binding | PfHsp40 rescue | BoNT-A LC inh2
1: c1ccc(C2=NOC(c3nnc(-c4ccccc4)o3)C2)cc1 (stereo unspecified)
→ -0.1 | -3.4 | 2.0 | 9.2 | -0.3 | 1.2 | -1.5 | -1.0 | -0.3
2: COc1ccc(/C=C/C(=O)Nc2cc(S(=O)(=O)N3CCOCC3)ccc2N2CCCC2)cc1OC
→ . | -2.5 | 1.6 | 16.2 | 1.1 | -7.0 | 1.2 | 0.5 | -0.5
3: CCCc1cc(=O)oc2cc(OCc3nn[nH]n3)ccc12
→ -4.0 | -0.5 | 34.4* | 14.8 | 0.7 | 0.6 | -2.4 | 3.5 | -0.2
4: COc1ccccc1C(=O)Nc1ccc(S(=O)(=O)N(C)c2ccccc2)cc1
→ . | -11.1 | -2.1 | -5.6 | -2.6 | -6.0 | -0.6 | 6.9 | -1.7
5: NS(=O)(=O)c1ccc(NC(=O)CN2CCN(Cc3ccccc3)CC2)cc1
→ 3.5 | -6.4 | -0.2 | -2.3 | -0.5 | 1.5 | -2.6 | 1.1 | 0.0
6: COc1nc(-c2ccccc2)c2cc(C)ccc2n1
→ 0.9 | 15.0 | 20.9 | -2.3 | -2.1 | -4.1 | -2.4 | 0.5 | -0.4
7: COc1ccc(CC(=O)N2CCCc3ccccc32)cc1
→ . | -1.6 | 1.6 | 9.9 | 0.9 | 6.1 | 0.9 | 0.5 | 1.2
8: C=CCSc1nnc2c(n1)-c1cccc3cccc-2c13
→ -0.2 | -4.4 | -1.2 | 17.6 | 3.6 | 0.4 | -2.9 | 6.3 | 0.9
9: CC(NC(=O)CCNS(=O)(=O)c1ccc2c(c1)c(=O)n(C)c(=O)n2C)c1ccccc1 (stereo unspecified)
→ . | 7.7 | 0.9 | -4.0 | -0.6 | -0.2 | -3.2 | 1.1 | 0.2
10: O=C(N/N=C/C(Cl)=C/c1ccccc1)c1ccncc1
→ . | -2.1 | -3.0 | 21.4 | 2.1 | 0.4 | -3.6 | -0.4 | -0.5

(next part)
The line under a structure holds: BioA inh | BoNT F protease | Mtb FBA inh | GDH-TPI inh | UGM FP inh | Anthrax LF inh2 | FadD28 binding | PfHsp40 rescue | BoNT-A LC inh2
11: CCOC(=O)CSc1nc2cc(C(=O)NCc3ccco3)ccc2c(=O)n1-c1ccc(F)cc1
→ . | 10.2 | -0.8 | 0.9 | 0.1 | -0.8 | 0.4 | 0.1 | 0.4
12: CCn1c(CC(C)C)n[nH]c1=S
→ -0.7 | -0.4 | -2.5 | -14.3 | -0.8 | 4.9 | -4.0 | -2.8 | 0.0
13: O=C(Nc1cccc(C(F)(F)F)c1)C(Sc1ncnc2ccccc12)c1ccccc1 (stereo unspecified)
→ -0.3 | -15.6 | -2.5 | 4.6 | -2.3 | -2.7 | -2.7 | 1.5 | -2.8
14: COc1ccc(C(CNC(=O)c2ccc(-c3ccccc3Cl)o2)N2CCCC2)cc1 (stereo unspecified)
→ -0.5 | -11.5 | 3.9 | 0.4 | . | -0.5 | -7.9 | . | -0.2
15: COc1ccc(N2CC(C(=O)NCCC3=CCCCC3)CC2=O)c(OC)c1 (stereo unspecified)
→ -0.1 | ? | -0.6 | -5.8 | -1.6 | -1.1 | -2.2 | 0.0 | 0.2
16: COc1ccc(/C=N/NC(=O)c2c(Br)cnn2C)c2ccccc12
→ -0.2 | -1.2 | -0.3 | 17.5 | 0.5 | 4.2 | -5.6 | -0.1 | 2.0
17: CCOC(=O)C1=C(C)N=C(SC)N(C)C1c1ccccc1 (stereo unspecified)
→ -10.6 | 3.6 | -0.7 | 16.8 | -1.0 | -5.1 | 0.1 | 0.9 | 1.7
18: Cc1ccccc1OCC(=O)N/N=C/c1cc2ccccc2nc1Cl
→ -1.2 | -17.9 | -4.7 | 10.6 | 0.9 | -12.4 | 0.6 | -0.4 | -3.5
19: O=C(c1cc(-c2ccco2)nc2ccccc12)N1CCCC(C(F)(F)F)C1 (stereo unspecified)
→ . | 6.0 | 101.9* | 2.1 | -1.7 | 5.6 | -4.4 | -0.9 | 0.7
20: Cc1cccc(C(=O)NCCCn2ccnc2)c1C
→ . | ? | -0.8 | -6.3 | 0.0 | -11.7 | 0.6 | 1.4 | 4.5

Other records follow.
The line under a structure holds: BioA inh | BoNT F protease | Mtb FBA inh | GDH-TPI inh | UGM FP inh | Anthrax LF inh2 | FadD28 binding | PfHsp40 rescue | BoNT-A LC inh2
21: COc1ccc(CCNC(=O)CN(c2ccc(OC)c(OC)c2)S(C)(=O)=O)cc1
→ 0.7 | 7.4 | 5.1 | 0.5 | -1.0 | -0.4 | -2.6 | -0.6 | 0.5
22: Cc1ccc(C2C(C#N)=C(N)N(N(C)C)C3=C2C(=O)CCC3)cc1 (stereo unspecified)
→ . | 0.2 | -3.1 | 2.9 | -0.1 | -0.7 | -6.6 | -1.4 | 0.1
23: COC(=O)c1nn(-c2cccc(C)c2)c2nnc(Cc3ccccc3)c(=O)n12
→ . | 2.2 | 0.5 | -0.4 | 3.5 | -1.3 | -4.2 | 0.3 | 0.5
24: Cn1nnc(NC(=O)c2ccccc2F)n1
→ -1.3 | -2.5 | 2.8 | -5.8 | -0.4 | 4.3 | -0.9 | 1.3 | 0.4
25: NS(=O)(=O)c1ccc(CCNC(=O)c2ccc3nc4ccc(Cl)cc4c(=O)n3c2)cc1
→ . | 3.2 | 5.1 | 6.5 | -1.3 | -1.9 | -7.5 | -0.9 | 5.0
26: Cc1noc(C)c1C(=O)Nc1cccnc1
→ . | 0.8 | 1.4 | 2.4 | -2.4 | 1.6 | -2.5 | 1.5 | 0.2
27: CCOC(=O)c1cc(-c2ccccc2)sc1NC(=O)COC(=O)c1ccc(Cl)c(S(N)(=O)=O)c1
→ . | 8.0 | 6.5 | 5.7 | 2.5 | -8.9 | -1.5 | -0.1 | 0.4
28: Cc1ccc(Cn2c(C)c(C(=O)NCc3ccc(Cl)c(Cl)c3)sc2=O)cc1
→ 0.8 | 4.7 | 1.4 | 4.3 | . | 2.7 | -2.7 | . | -0.3
29: O=C(COC(=O)c1ccccc1O)Nc1ccc(OC(F)F)cc1
→ -3.1 | -14.5 | 4.2 | 2.2 | 1.7 | -1.0 | 0.5 | 0.4 | 0.0
30: CC(=O)CCc1c(C)c2cc(C)ccc2[nH]c1=O
→ -0.2 | -0.4 | 2.7 | 10.9 | -0.7 | 6.4 | -3.2 | -0.8 | -1.1

(list continues)
nr | Structure | BioA inh | BoNT F protease | Mtb FBA inh | GDH-TPI inh | UGM FP inh | Anthrax LF inh2 | FadD28 binding | PfHsp40 rescue | BoNT-A LC inh2
31 | COc1ccc(NC(=O)N(Cc2cc3cc(OC)c(OC)cc3[nH]c2=O)CC2CCCO2)cc1 (stereo unspecified) | . | 1.5 | 10.6 | 8.9 | -1.0 | 4.8 | -0.8 | 0.0 | -0.2
32 | CC(C)(C)OC(=O)N[C@@H](Cc1ccccc1)[C@H](O)c1ccco1 | -1.2 | -10.2 | 0.7 | -6.8 | 1.0 | 0.1 | -4.5 | -2.2 | -0.4
33 | CC1(C)N=C(N)N=C(N)N1c1ccccc1 | -1.2 | ? | -0.9 | -4.1 | 0.3 | 4.0 | -2.4 | -1.7 | 0.8
34 | COc1cccc(C(=O)N/N=C(\C)c2cccc(NC(=O)c3ccc(F)cc3)c2)c1OC | 0.3 | -2.2 | -1.3 | -1.0 | 2.9 | -3.7 | -4.9 | 0.2 | -0.5
35 | COc1ccccc1NC(=O)C1CC(C(C)C)OC1=O (stereo unspecified) | -0.7 | -0.9 | -1.3 | -5.9 | -0.9 | 7.8 | 0.0 | . | 0.1
36 | COc1cc(C(=O)N2CCN(C/C=C/c3ccccc3)CC2)cc(OC)c1OC | 0.9 | -4.4 | -0.2 | 1.8 | -2.8 | 8.1 | -0.8 | -0.5 | -0.4
37 | CCCCS(=O)CC(CS(=O)CCCC)OC(=O)c1ccccc1 (stereo unspecified) | 1.3 | -6.3 | -1.9 | 4.6 | -2.2 | 4.0 | -1.4 | 0.2 | -1.2
38 | COc1cc(C)c(Cl)cc1S(=O)(=O)NCc1ccccn1 | 2.3 | 11.0 | 1.9 | -0.8 | -1.6 | 10.6 | -2.5 | -1.6 | -0.4
39 | CCOC(=O)N1CCN(C(=O)CSC2=NS(=O)(=O)c3ccccc3N2)CC1 | . | ? | -1.4 | -1.0 | 0.6 | -1.7 | -0.1 | 0.0 | -0.7
40 | CCOC(=O)C1(C)CCN1C(=O)c1ccc(C(=O)OC)cc1 (stereo unspecified) | -0.3 | 1.8 | -1.0 | -2.2 | . | 1.8 | -2.6 | . | 0.3
41 | CCc1ccc(C(C(=O)NC2CCCC2)N(C(=O)c2csnn2)C2CC2)cc1 (stereo unspecified) | 1.0 | -2.3 | 0.3 | -5.3 | 2.9 | -6.6 | 0.2 | 0.2 | -2.5
42 | O=C(O)c1ccccc1Nc1ccccc1C(=O)O | 0.5 | -6.6 | 1.9 | 18.6 | . | -1.9 | -1.1 | 0.1 | ?

Next section.
nr | Structure | BioA inh | BoNT F protease | Mtb FBA inh | GDH-TPI inh | UGM FP inh | Anthrax LF inh2 | FadD28 binding | PfHsp40 rescue | BoNT-A LC inh2
43 | COc1ccc(-c2noc(CCCC(=O)Nc3ccc(C(N)=O)cc3)n2)cc1OC | -0.3 | -7.4 | -1.1 | 7.7 | -0.7 | -1.0 | 0.1 | -0.3 | -2.9
44 | Cc1ccc(S(=O)(=O)c2nc(NCCN(C)C)sc2Cl)cc1 | -2.0 | -9.0 | 2.5 | -4.2 | -3.7 | -12.7 | -0.4 | -0.3 | -2.0
45 | O=C(NCC1CC1)C1Cc2c(-c3cccc(F)c3)ccnc2O1 (stereo unspecified) | 1.1 | -8.5 | 2.3 | 9.8 | . | -3.8 | -2.2 | . | 0.0
46 | COc1ccc(C(=O)NCC2(c3ccc(OC)c(OC)c3)CCCC2)c(OC)c1 | 6.2 | ? | 0.1 | 2.8 | -3.9 | -15.2 | -4.1 | 0.9 | -2.9
47 | CC(C)CN(C(=O)COC(=O)c1cccs1)c1c(N)n(Cc2ccccc2)c(=O)[nH]c1=O | -2.1 | -3.1 | -0.7 | 6.7 | . | -7.2 | -0.5 | . | 0.1
48 | O=C(CN1CCN(Cc2ccc(Cl)cc2)CC1)N/N=C/c1c[nH]c2ccccc12 | . | -8.5 | 0.9 | 8.6 | 2.2 | -0.5 | -0.8 | -1.2 | -1.5
49 | CCOC(=O)C1C(=O)C=C(/C=C/c2ccccc2)CC1c1ccc(Cl)cc1 (stereo unspecified) | . | -3.8 | -0.6 | 23.3 | -3.7 | -3.8 | -0.2 | -2.0 | ?
50 | Cc1occc1-c1nnc(SCC(=O)NCCc2ccccc2)o1 | 1.7 | -1.9 | 1.6 | -4.8 | 1.6 | -1.6 | -1.8 | -0.6 | 0.6
51 | Cc1ccc(C(=O)NCCCC(=O)O)o1 | -0.5 | 9.4 | -0.1 | 3.7 | -2.7 | -9.4 | -3.3 | 0.1 | 0.5

3 compounds picked at random from the list so far:
nr | Structure | BioA inh | BoNT F protease | Mtb FBA inh | GDH-TPI inh | UGM FP inh | Anthrax LF inh2 | FadD28 binding | PfHsp40 rescue | BoNT-A LC inh2
5 | NS(=O)(=O)c1ccc(NC(=O)CN2CCN(Cc3ccccc3)CC2)cc1 | 3.5 | -6.4 | -0.2 | -2.3 | -0.5 | 1.5 | -2.6 | 1.1 | 0.0
16 | COc1ccc(/C=N/NC(=O)c2c(Br)cnn2C)c2ccccc12 | -0.2 | -1.2 | -0.3 | 17.5 | 0.5 | 4.2 | -5.6 | -0.1 | 2.0
10 | O=C(N/N=C/C(Cl)=C/c1ccccc1)c1ccncc1 | . | -2.1 | -3.0 | 21.4 | 2.1 | 0.4 | -3.6 | -0.4 | -0.5
